# Source: PubChem (National Center for Advancing Translational Sciences (NCATS))
# IL2 activator – activates IL-2 in a cell-based reporter assay; IL-2 activation reporter assay, cell-based qHTS; stimulated with anti-CD3/CD4/CD28 beads; in transgenic mouse T cells; activation, % (series mostly up to about 46 µM); 0.065% of 360,000 active; in the data active = activation above about 50%; inconclusive = mostly about 30% to 49%; also: 0% is about no effect
#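 Unstimulated transgenic mouse T cells preincubated 60 min with compound, then stimulated with anti-CD3/anti-CD4-coated beads plus anti-CD28 for 18 h at 37 degrees C. IL-2 response read as EGFP and DsRed fluorescence by plate cytometry.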
# PI5P4K alpha inh – PI5P4K alpha (human) kinase inhibition. 1.2% of 330,000 active. max response, %. P48426. PI5P4Kalpha enzyme, ADP-Glo luminescence, 60 min; active compounds read low; active = max response of -50% or lower; inconclusive = between -30% and -50%; inactive = -30% or higher; also: value at the top dose of about 77 µM; % is scaled to controls: 0 for no effect and ±100 for the full control effect
# Target sequence (P48426 whole entry, looked up): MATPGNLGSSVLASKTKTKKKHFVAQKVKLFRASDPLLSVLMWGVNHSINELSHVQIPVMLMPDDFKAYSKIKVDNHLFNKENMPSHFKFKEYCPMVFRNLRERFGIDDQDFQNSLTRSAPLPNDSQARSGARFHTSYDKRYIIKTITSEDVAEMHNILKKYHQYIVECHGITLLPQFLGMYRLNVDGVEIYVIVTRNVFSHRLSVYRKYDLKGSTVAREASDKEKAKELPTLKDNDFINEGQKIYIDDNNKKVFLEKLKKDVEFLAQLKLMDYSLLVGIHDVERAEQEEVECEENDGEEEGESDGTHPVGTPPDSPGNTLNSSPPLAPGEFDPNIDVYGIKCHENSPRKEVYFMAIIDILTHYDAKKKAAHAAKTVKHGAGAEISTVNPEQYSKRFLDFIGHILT
#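 Luminescence from ADP-Glo served as readout of PI5P4Kalpha activity in a qHTS format. Reaction: enzyme, substrate, compound, ATP at 5 microM final, 60 min at RT.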
# D3 ag – agonists of human D3 dopamine receptor; P35462; D3R DiscoveRx beta-arrestin cells, luminescence, 90 min; max activation, %; 0.58% of 410,000 active; AID 652048; in the data active = max activation above about 30%; also: 0% is about no effect; mostly tested at two doses, the higher about 12 µM
#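 Agonist-mode cell screen: cells plated at 1500/well and incubated overnight at 37 °C, then exposed to library compounds for 90 min at 37 °C. Detection reagent was added for 30–60 min at room temperature, and luminescence was read.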
# PLK1 PBD inh – PLK1 (human) polo-box domain binding inhibition; AID 720504; Potency, µM, for the others: max response, negative = inhibition, usual class: inhibitors; 2.8% of 360,000 active; P53350; Plk1 PBD binding of FITC phosphopeptide, fluorescence polarization; also: potency is read from the fitted curve at half-maximal effect; series mostly up to about 57 µM; % is scaled to controls: 0 for no effect and ±100 for the full control effect; nearly all actives have a fitted effect of over 65% in size
# GLP-1R agonist – GLP-1 receptor (human) agonism; AID 624172; Potency, µM (doses to about 45.6 µM), for inactives: at the highest dose activation, usual class: activators; 0.007% of 380,000 active; HEK293 GLP-1R CRE-luciferase, luminescence, 4-6 h; cells express a hypersensitive GLP-1R form; P43220; also: potency is read from the fitted curve at half-maximal effect; % of control where 0% means no effect
# Target sequence (P43220 whole entry, looked up): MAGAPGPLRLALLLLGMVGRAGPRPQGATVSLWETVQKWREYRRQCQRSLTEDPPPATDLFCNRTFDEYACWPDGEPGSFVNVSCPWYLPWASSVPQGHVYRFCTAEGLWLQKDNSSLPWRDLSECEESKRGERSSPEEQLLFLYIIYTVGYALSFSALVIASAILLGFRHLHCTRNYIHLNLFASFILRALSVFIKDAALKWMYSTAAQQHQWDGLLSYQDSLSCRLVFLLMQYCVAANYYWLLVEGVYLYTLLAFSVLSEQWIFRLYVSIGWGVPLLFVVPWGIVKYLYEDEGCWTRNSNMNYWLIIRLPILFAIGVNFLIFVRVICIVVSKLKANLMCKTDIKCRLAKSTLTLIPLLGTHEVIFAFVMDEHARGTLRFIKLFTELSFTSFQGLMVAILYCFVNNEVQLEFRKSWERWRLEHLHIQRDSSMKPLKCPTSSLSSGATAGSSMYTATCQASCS
# WRN inhibitor – blocks human WRN helicase; WRN helicase unwinding, fluorescent forked duplex, kinetic; Potency, µM (series often up to 114 µM), for inactives: at the highest dose activity change, negative = inhibition, hits mostly inhibitors; 0.46% of 360,000 active; also: potency is read from the fitted curve at half-maximal effect; % is scaled to controls: 0 for no effect and ±100 for the full control effect; nearly all actives have a fitted effect of over 55% in size
#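 Kinetic red-fluorescence monitoring (525/598 nm) tracks WRN helicase activity after 100 nM fluorophore-quencher forked duplex and 2 mM ATP are added to 20 nM enzyme pretreated 15 min at room temperature with compound.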
# GLP-1R inv ag – acts as inverse agonist at human GLP-1 receptor; 1.6% of 410,000 active; Potency, µM (highest dose often 38.3 µM), inactives show at the highest dose activity change, negative = inhibition, usual class: inhibitors; P43220; HEK293 GLP-1R CRE-luciferase, luminescence, 24 h; GLP-1R form is constitutively active; also: potency is read from the fitted curve at half-maximal effect; % is scaled to controls: 0 for no effect and ±100 for the full control effect; nearly all actives have a fitted effect of over 55% in size
#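 HEK293 cells stably co-expressing constitutively active GLP-1R and a cAMP-responsive luciferase reporter were seeded in DMEM with 10% Nu serum, given compounds after 12 h, and incubated 24 h at 37 deg C. Luminescence was then read.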
# HEK293 tox – cytotoxicity in counter-screen for GLP-1R inverse agonists; HEK293 cAMP-luciferase reporter cells, luminescence, 24 h; Potency, µM (highest dose often 38.3 µM), inactives show at the highest dose activity change, negative = inhibition, hits mostly inhibitors; 0.13% of 410,000 active; AID 624418;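 also: loss of luciferase light is scored as toxicity; potency is read from the fitted curve at half-maximal effect; % is scaled to controls: 0 for no effect and ±100 for the full control effect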
#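 Cells in DMEM/10% Nu serum/1% pen-strep, 1536-well format. Pre-incubated 12 h, dosed with 23 nL compound, incubated a further 24 h. Luciferase detection, 12 min at room temp, luminescence.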
# D3 antag – antagonists of human D3 dopamine receptor. 2.5% of 360,000 active. AID 652054. max response, negative = inhibition, %. P35462. D3R cells, DiscoveRx beta-arrestin luminescence, antagonist mode; active compounds read low; in the data active = max response below about -50%; inconclusive = no clear call, values can overlap the other calls; also: % is scaled to controls: 0 for no effect and ±100 for the full control effect; mostly tested at two doses, the higher about 12 µM
#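 Cells plated overnight at 1500 cells/well, then exposed to library compounds with dopamine controls for 90 minutes at 37 degrees C. DiscoveRx reagent added for 30–60 minutes at room temperature; luminescence read, quantitative HTS format.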
# * marks the source's active call; other numbers are inactive results; u = inconclusive; x = not tested or not shown; [ ] = dose if it differs, or a comment. Unless noted, calls follow the shape of the dose curve; as a rule, active = well fitted curve in the direction sought with a large enough effect; inconclusive = small, poorly fitted or top-dose-only effect, or another doubt; inactive = no such curve, though single readings can be large; an effect the other way counts as inactive or inconclusive.
entry	SMILES	IL2 activator	PI5P4K alpha inh	D3 ag	PLK1 PBD inh	GLP-1R agonist	WRN inhibitor	GLP-1R inv ag	HEK293 tox	D3 antag
1	Cc1nn(CC(=O)NCCN2CCCCCC2)c(=O)c2nn(-c3ccccc3)c(C)c12	-3.9	-7	-3	-17%	0%	-7%	-5%	-5%	-19
2	CC1CN/C(=C\C(=O)c2ccc(Br)cc2)C(=O)N1 (configuration not stated)	2.5	-26	-3	-5%	-22%	14%	u	-6%	0
3	CC1(C)CC(=O)C2=C(C1)Nc1ccccc1NC2c1ccc(F)c(F)c1 (configuration not stated)	0.6	3	-3	-1%	-6%	-4%	u	-8%	4
4	N/C(=N\OC(=O)c1ccccc1)C(Cc1ccccc1)C(=O)NOC(=O)c1ccccc1 (configuration not stated)	-0.5	-5	6	-8%	16%	-6%	u	u	-2
5	O=C(NCC1CCCO1)c1nn2cccnc2c1Cl (configuration not stated)	1.5	-5	1	3%	-3%	-17%	5%	-9%	u
6	COc1ccc(/C=C2/SC(=S)N(c3ccc(S(=O)(=O)Nc4nccs4)cc3)C2=O)cc1	-3.5	-67*	16	u	0%	u	6%	-9%	-54*
7	Cc1ccc2cc(C3C(C#N)=C(N)Oc4c3ccc3cccnc43)c(=O)[nH]c2c1 (configuration not stated)	-1.0	x	5	u	19%	-1%	-30%	-1%	9
8	COc1ccc(C)cc1S(=O)(=O)N(CC(=O)O)c1ccc(C)cc1	-2.2	1	-2	-2%	23%	-9%	-1%	3%	-12
9	CCOc1ccc(-c2nc(-c3cccnc3)no2)cc1	0.6	0	7	-6%	-12%	-29%	u	-3%	16
10	CCOc1ccc(-c2cc(CCCC(=O)NCCC(C)C)no2)cc1	-2.5	3	13	0%	16%	1%	u	-4%	12
11	COc1ccc(C2=NN(C(N)=S)C(c3ccccc3)C2)cc1 (configuration not stated)	1.8	1	-1	-7%	6%	-6%	u	u	-3
12	CC(C)NC(=O)C(=O)NNC(=O)CCc1ccccc1	0.1	-8	1	-2%	-2%	-2%	1%	4%	1
13	COc1ccc(CCN2C(=O)CSC2=Nc2ccc(C)cc2C)cc1OC	0.1	3	9	5%	1%	-12%	-11%	-4%	15
14	Cc1nn(C(C)c2nc(-c3ccccc3)no2)c(C)c1[N+](=O)[O-] (configuration not stated)	1.0	7	3	-6%	9%	-12%	u	67%[activator]	17
15	CCOC(=O)c1nn(C)c(=S)n(C)c1=O	0.4	0	-7	9%	5%	0%	7%	3%	4
16	N#Cc1ccc(C(=O)N(Cc2ccco2)c2c(N)n(Cc3ccccc3)c(=O)[nH]c2=O)cc1	1.7	2	8	-4%	9%	-2%	-7%	4%	2
17	CC(=O)Nc1cc(C(=O)NCc2ccc(C)cc2)ccc1S(=O)(=O)c1ccc(Cl)cc1	x	x	7	x	4%	x	-22%	2%	x
18	COc1ccc(NC(=O)CN(C)C(=O)c2csc3c2CCCC3)cc1	1.4	9	-9	2%	0%	-4%	-24%	-1%	-15
19	CCN(CC)S(=O)(=O)c1ccc(N(C)Cc2cccnc2)nc1	1.0	-8	4	-2%	-3%	-3%	18%	-2%	9
20	CCOC(=O)C1(C)CCN1C(=O)c1ccc(C(F)(F)F)cc1 (configuration not stated)	-0.5	3	-3	-13%	5%	5%	-9%	-4%	-28
21	CC(=O)Nc1ccc(Oc2nc(-c3ccccn3)nc3ccccc23)cc1	-0.7	-5	-10	6%	-1%	-20%	u	u	-12
22	CC1CCCCC1NC(=O)CO/N=C/c1ccccc1OC(F)F (configuration not stated)	-0.4	-2	27	-5%	25%	6%	10µM*	0%	20
23	Cc1ccc(-c2cnc(NCc3c(F)cccc3Cl)n2C)cc1	x	x	-10	x	-5%	x	u	-11%	x
24	O=C(O)c1cccc(-n2cc(-c3cccc(C(F)(F)F)c3)cn2)c1	-2.0	-62*	-2	-16%	-6%	-7%	u	-4%	-16
25	COCCCNC(=O)C1CCCN(S(C)(=O)=O)C1 (configuration not stated)	3.9	2	-16	3%	4%	-27%[57.1 µM]	12%	13%[1.53 µM]	0
26	CS(=O)(=O)NCCOc1ccc(S(=O)(=O)NCCOc2ccccc2)cc1	0.0	11	5	-11%	8%	-1%[57.1 µM]	6%	0%	16
27	CCS(=O)(=O)NCCc1csc(C)n1	-0.4	1	-3	-13%	-3%	2%	0%	23%	16
28	O=C1NN(c2ccccc2)C(=O)/C1=C/c1ccc(-c2ccc(C(=O)O)cc2)o1	0.6	u	-6	21µM*	-2%	50µM*	u	-13%	-20
29	CCCCNC(=O)C1(C)CCCCN1Cc1ccc(OCc2ccccc2)cc1 (configuration not stated)	-1.0	0	-11	-17%	9%	-1%[57.1 µM]	u	3%	0
30	Cc1ccc(CNC(=O)CC(C)S(=O)(=O)c2ccc3c(c2)NC(=O)C(C)S3)cc1 (configuration not stated)	-3.6	-10	0	-1%	-4%	0%	u	-10%	-2
31	COc1cc(N(C)C)c([N+](=O)[O-])cc1C(=O)NC(C)CNc1ccc([N+](=O)[O-])cc1Cl (configuration not stated)	2.7	-1	-21	-13%	3%	-15%	7%	13%	u
32	CC(NC(=O)c1cc(COc2c(F)cccc2F)on1)c1cnn(-c2ccccc2)c1 (configuration not stated)	-4.8	2	8	4%	4%	-1%	u	-36%	13
33	COCCNC(=S)Nc1cc(S(=O)(=O)N2CCOCC2)ccc1N1CCCCC1	-3.5	u	5	3µM*	11%	u	28%	6%	-3
34	CC(c1ccco1)N(C(=O)Nc1ccccc1)C1CCCCC1 (configuration not stated)	1.9	x	-9	-3%	-16%	1%	0%	5%	14
35	CC(C)NC(=O)NC(=O)COC(=O)C1(C)CC1(Cl)Cl (configuration not stated)	1.7	-3	5	2%	u	3%	18%	-5%	9
36	COc1ccc(-c2nc3c(C)cc(Br)cn3c2Cc2ccc(C)cc2)cc1OC	-0.7	12	27	3%	21%	-11%	u	2%	64
37	C[C@@H]1CN([C@@H](C)CO)C(=O)CCCn2cc(nn2)CO[C@H]1CN(C)C(=O)c1cc(-c2ccccc2)on1	-1.9	-3	-11	-5%	0%	7%	18%	23%	0
38	CNc1ccccc1	-0.7	14	2	-6%	12%	6%	-1%	3%	1
39	CCC(C)[C@H](NC(=O)c1cc2cc(Cl)ccc2n1C)C(=O)N1CCC[C@H]1C(=O)O (some centres not stated)	0.0	-1	-17	4%	-3%	3%	8%	3%	-12
40	Cc1ccc(OCC(=O)Nc2cccc(S(=O)(=O)NC3=NCCCCC3)c2)cc1C	-3.3	-4	-4	-7%	-1%	-32%	-22%	16%	4
41	CN1CCN(NC(=O)c2ccc(S(=O)(=O)N3CCCCCC3)cc2)CC1	-0.5	-7	-10	-17%	0%	5%	-18%	3%	0
42	CC(C)(C)N1NC(=O)Nc2ccccc2C1=O	0.2	4	-1	-11%	1%	3%	-5%	-29%	7
43	CCOC(=O)C(NC(=O)c1ccccc1)(N1CCOCC1)C(F)(F)F (configuration not stated)	0.0	2	5	u	1%	-1%	10%	62%[activator]	u
44	CC(C)NS(=O)(=O)c1ccc2c(c1)NCC2	0.1	1	1	-13%	-30%	1%	6%	-2%	-1

# A portion from the list above, for reference:
entry	SMILES	IL2 activator	PI5P4K alpha inh	D3 ag	PLK1 PBD inh	GLP-1R agonist	WRN inhibitor	GLP-1R inv ag	HEK293 tox	D3 antag
1	Cc1nn(CC(=O)NCCN2CCCCCC2)c(=O)c2nn(-c3ccccc3)c(C)c12	-3.9	-7	-3	-17%	0%	-7%	-5%	-5%	-19
2	CC1CN/C(=C\C(=O)c2ccc(Br)cc2)C(=O)N1 (configuration not stated)	2.5	-26	-3	-5%	-22%	14%	u	-6%	0
3	CC1(C)CC(=O)C2=C(C1)Nc1ccccc1NC2c1ccc(F)c(F)c1 (configuration not stated)	0.6	3	-3	-1%	-6%	-4%	u	-8%	4
4	N/C(=N\OC(=O)c1ccccc1)C(Cc1ccccc1)C(=O)NOC(=O)c1ccccc1 (configuration not stated)	-0.5	-5	6	-8%	16%	-6%	u	u	-2

# Exported screen by screen: part of the list above.
(37) C[C@@H]1CN([C@@H](C)CO)C(=O)CCCn2cc(nn2)CO[C@H]1CN(C)C(=O)c1cc(-c2ccccc2)on1
(38) CNc1ccccc1
(39) CCC(C)[C@H](NC(=O)c1cc2cc(Cl)ccc2n1C)C(=O)N1CCC[C@H]1C(=O)O (some centres not stated)
(40) Cc1ccc(OCC(=O)Nc2cccc(S(=O)(=O)NC3=NCCCCC3)c2)cc1C
(41) CN1CCN(NC(=O)c2ccc(S(=O)(=O)N3CCCCCC3)cc2)CC1
(42) CC(C)(C)N1NC(=O)Nc2ccccc2C1=O
(43) CCOC(=O)C(NC(=O)c1ccccc1)(N1CCOCC1)C(F)(F)F (configuration not stated)
entry no. | 37 | 38 | 39 | 40 | 41 | 42 | 43
IL2 activator | -1.9 | -0.7 | 0.0 | -3.3 | -0.5 | 0.2 | 0.0
PI5P4K alpha inh | -3 | 14 | -1 | -4 | -7 | 4 | 2
D3 ag | -11 | 2 | -17 | -4 | -10 | -1 | 5
PLK1 PBD inh | -5% | -6% | 4% | -7% | -17% | -11% | u
GLP-1R agonist | 0% | 12% | -3% | -1% | 0% | 1% | 1%
WRN inhibitor | 7% | 6% | 3% | -32% | 5% | 3% | -1%
GLP-1R inv ag | 18% | -1% | 8% | -22% | -18% | -5% | 10%
HEK293 tox | 23% | 3% | 3% | 16% | 3% | -29% | 62%[activator]
D3 antag | 0 | 1 | -12 | 4 | 0 | 7 | u
